High-throughput results (PubChem BioAssay)
Rtt109 HAT inh: inhibitors of Candida albicans Rtt109/Vps75 histone acetyltransferase | Q5AAJ8 | purified Rtt109/Vps75, ThioGlo CoA-SH fluorescence, 4 h | inhibition, % at 34.9 µM | hit rate 0.16% among 330,000 | AID 540336;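 active = inhibition of at least 50% in every replicate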
Target sequence (Q5AAJ8 whole entry, looked up): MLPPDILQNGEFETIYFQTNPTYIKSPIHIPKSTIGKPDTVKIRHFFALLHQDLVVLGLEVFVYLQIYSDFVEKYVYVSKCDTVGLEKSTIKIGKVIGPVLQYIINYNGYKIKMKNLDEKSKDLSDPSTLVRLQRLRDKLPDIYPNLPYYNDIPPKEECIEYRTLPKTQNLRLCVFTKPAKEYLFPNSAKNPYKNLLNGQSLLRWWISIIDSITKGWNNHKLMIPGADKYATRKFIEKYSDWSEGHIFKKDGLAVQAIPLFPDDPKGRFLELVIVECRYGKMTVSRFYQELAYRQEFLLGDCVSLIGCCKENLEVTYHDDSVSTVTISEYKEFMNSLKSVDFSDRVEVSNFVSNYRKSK
AddAB inh: less growth of phage-infected E. coli with AddAB; E. coli expressing H. pylori AddAB, absorbance growth; inhibition, % at 11.9 µM; hit rate 0.29% among 330,000; AID 435030; in the data active = inhibition above about 12%;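 also: 0% = vehicle wells of infected cells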
Tat transport: blocks Tat-dependent protein export in E. coli. hit rate 0.036% among 340,000. E. coli MC4100 TorA-mCherry Tat export, fluorescence. inhibition, % at 10 µM;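 active = mean replicate inhibition at least 50% and at least half of replicates individually reaching 50%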;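 also: exported cargo escapes ClpAP degradation while cytoplasmic cargo is degraded and loses fluorescence; 0% = median of neutral control wells and 100% = median of NaSCN control wells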
PfHsp90 yeast 2: reduces growth (ATP signal) of yeast expressing P. falciparum Hsp90 | S. cerevisiae expressing PfHsp90, BacTiter-Glo ATP, 48 h; yeast lacking PDR1 and PDR3 efflux regulators | inhibition, % at 9.4 µM | hit rate 0.32% among 310,000;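 active = every replicate shows inhibition above about 80%, whatever the replicate mean, limit read from the data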;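 also: 0% = DMSO neutral controls and 100% = 20 µM radicicol positive controls; yeast relying on Plasmodium falciparum Hsp90 in place of its own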
DAGLB inh: diacylglycerol lipase beta (human) inhibition; HEK293T DAGLB membrane lysate, EnzChek fluorogenic substrate; inhibition, % at 5.17 µM; hit rate 0.059% among 340,000; in the data active = inhibition above about 34%;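 also: 0% = enzyme with vehicle and 100% = wells lacking enzyme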
Target sequence (Q8NCG7 whole entry, looked up): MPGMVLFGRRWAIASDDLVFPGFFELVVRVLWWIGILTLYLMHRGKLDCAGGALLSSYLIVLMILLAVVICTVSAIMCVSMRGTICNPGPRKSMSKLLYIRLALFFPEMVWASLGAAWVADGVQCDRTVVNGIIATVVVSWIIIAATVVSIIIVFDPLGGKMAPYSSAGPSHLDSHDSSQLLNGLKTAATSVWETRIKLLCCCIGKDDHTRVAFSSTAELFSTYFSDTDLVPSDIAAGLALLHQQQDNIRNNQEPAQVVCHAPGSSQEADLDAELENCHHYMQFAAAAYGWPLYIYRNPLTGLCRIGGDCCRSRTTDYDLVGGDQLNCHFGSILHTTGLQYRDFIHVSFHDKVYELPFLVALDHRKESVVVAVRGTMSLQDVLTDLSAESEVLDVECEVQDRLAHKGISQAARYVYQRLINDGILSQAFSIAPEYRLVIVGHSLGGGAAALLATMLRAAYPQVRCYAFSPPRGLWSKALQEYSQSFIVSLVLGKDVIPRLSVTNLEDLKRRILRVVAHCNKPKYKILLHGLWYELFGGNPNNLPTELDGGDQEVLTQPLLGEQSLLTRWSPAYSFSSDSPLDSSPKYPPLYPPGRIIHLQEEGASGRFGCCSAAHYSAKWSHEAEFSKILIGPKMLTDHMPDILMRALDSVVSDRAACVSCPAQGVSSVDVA
PvdQ inh: blocks Pseudomonas aeruginosa PvdQ acylase activity; inhibition, % at 10 µM; purified PvdQ acylase, fluorescence plate reader; hit rate 0.063% among 340,000; in the data active = inhibition above about 30%, passing the limit was not always enough;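 also: 0% = vehicle neutral wells and 100% = reference inhibitor wells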
Wnt act: activators of Wnt/beta-catenin signaling; activation, % at 9.35 µM; AID 743398; Wnt/beta-catenin reporter cell assay, activator, plate reader; hit rate 1.2% among 300,000; in the data active = activation above about 30%, passing the limit was not always enough;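 also: 0% = neutral control wells and 100% = positive control wells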
Ecoli viability: bacterial growth inhibition, counter-screen for AddAB inhibitors | E. coli V3065 growth, OD600 absorbance, 18 h | inhibition, % at 11.9 µM | AID 449728 | hit rate 0.27% among 330,000;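 active = inhibition above the campaign's mean inhibition across all tested compounds plus 3 SD, cut at about 9.9% in these data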;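 also: uninfected addAB+ strain grown without phage in ampicillin broth; 0% = DMSO wells and 100% = ciprofloxacin 0.95 µg/ml wells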
CAL PDZ FP: blocks peptide binding to human CAL PDZ domain; purified CAL PDZ, TMR-peptide fluorescence polarization, 1 h; inhibition, % at 20 µM; hit rate 0.02% among 330,000; AID 504414;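 active = highest replicate inhibition of at least 40%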;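 also: plate controls were DMSO neutral control wells for no effect and unlabeled competitor peptide control wells for full effect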
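Material – purified CerCALP PDZ construct · Detection – FP readout, S and P plane fluorescence · Measure – percent inhibition from loss of millipolarization · Controls – unlabelled peptide for full inhibition, DMSO wells as neutral · Probe or stimulus – TMR-labelled reporter peptide T*-PRC34 bound in PDZ groove · Times – 1 h at RT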
phage Ecoli inh: E. coli growth loss with phage present; inhibition, % at 11.9 µM; growth absorbance; hit rate 0.26% among 360,000; in the data active = inhibition above about 11%
An asterisk follows results filed as active; nt = not tested or not shown.

Structure	PvdQ inh	Ecoli viability	CAL PDZ FP	Rtt109 HAT inh	DAGLB inh	AddAB inh	PfHsp90 yeast 2	phage Ecoli inh	Tat transport	Wnt act
COC(=O)N1C(=O)[C@@](c2ccccc2)(C(C)C)N1C(=O)OC	-8	-1.0	0.0	-10	2	3.0	-17	nt	-7	nt
COc1ccc(/C=N/NC(=O)c2[nH]nc3c2CCc2ccccc2-3)cc1OC	-11	-0.2	-6.7	-11	3	-1.0	10	2.0	2	-7
CCOc1ccc(C(=O)NCCCN2CCOCC2)cc1OCC	-15	-2.0	-0.2	-5	-1	1.7	14	4.9	0	-1
Cc1ccc(NC(=O)c2cc(F)c(F)cc2Cl)nc1	-5	-2.6	0.2	5	-2	-2.3	nt	1.5	0	16
CC1CN(c2snnc2C=C2C(=O)OC(C)(C)OC2=O)CC(C)O1 (configuration not stated)	-12	-3.4	-0.3	-5	-1	-2.8	-6	3.5	9	-2
Cc1ccccc1NC(=O)C(C)c1cccc(C(=O)c2ccccc2)c1 (configuration not stated)	-16	-1.8	-1.9	-3	-3	1.8	-2	1.2	-4	nt
CCOc1ccc(NC(=O)C2CC(=O)N(CCc3ccc(OC)c(OC)c3)C2)cc1OCC (configuration not stated)	-17	0.9	-4.9	0	2	-1.1	-33	0.5	8	0
Cc1ccc(C(=O)c2cn(-c3ccc(F)c(Cl)c3)nn2)cc1	4	0.1	0.0	15	-4	0.7	nt	2.9	-12	nt
O=S(=O)(CCSc1nc2ccccc2o1)Cc1ccccc1	-2	2.4	0.6	-8	1	-0.1	-10	1.2	16	-2
Cn1c(COc2ccc(Cl)cc2)nnc1SCC(=O)NC1CCCC1	-4	-1.8	-2.1	0	-2	2.3	2	0.7	-1	-1
C[C@H](CO)N1C[C@H](C)[C@@H](CN(C)Cc2ccc(C(=O)O)cc2)Oc2c(NS(=O)(=O)c3cn(C)cn3)cccc2C1=O	7	1.8	-0.7	9	2	1.9	-11	2.5	-1	0
CC[n+]1c(/C=C/c2ccc(N(C)C)cc2)ccc2ccccc21	5	1.7	1.9	13	16	4.3	35	3.9	-370	nt
CCCNC(=O)CCCN1C(=O)c2ccccc2Sc2ncccc21	-10	0.7	-2.0	4	1	1.0	10	2.1	19	2
COc1cc(SC)ccc1C(=O)Nc1ccc(OCC(=O)N2CCOCC2)cc1	4	nt	-2.4	4	-1	nt	-13	2.4	0	-4
CCCCN1C(=O)CCC(C(=O)O)C1c1ccc(OC)cc1 (configuration not stated)	-2	0.0	-3.5	8	4	1.2	4	2.0	12	1

Reprinted from the part before: 3 compounds; new compounds follow.
Structure	PvdQ inh	Ecoli viability	CAL PDZ FP	Rtt109 HAT inh	DAGLB inh	AddAB inh	PfHsp90 yeast 2	phage Ecoli inh	Tat transport	Wnt act
CCCNC(=O)CCCN1C(=O)c2ccccc2Sc2ncccc21	-10	0.7	-2.0	4	1	1.0	10	2.1	19	2
COc1cc(SC)ccc1C(=O)Nc1ccc(OCC(=O)N2CCOCC2)cc1	4	nt	-2.4	4	-1	nt	-13	2.4	0	-4
CCCCN1C(=O)CCC(C(=O)O)C1c1ccc(OC)cc1 (configuration not stated)	-2	0.0	-3.5	8	4	1.2	4	2.0	12	1
CCc1ccc(N2CC(C(=O)NCC(C)(C)N3CCOCC3)CC2=O)cc1 (configuration not stated)	-15	-1.4	1.0	2	1	1.3	nt	2.7	-1	-3
CCOC(=O)Cc1c(Cl)c2ccccc2[nH]c1=O	13	0.0	-0.1	3	-1	2.9	3	5.1	-3	1
Cc1cc(=O)[nH]c(N/N=C/c2ccc3c(c2)OCCO3)n1	-2	1.5	-3.8	0	3	0.6	-28	2.1	3	10
COC(=O)Cc1cc(=O)[nH]c(/N=C(\N)Nc2ccc(C)cc2C)n1	-11	0.5	-0.8	12	-2	-1.9	-5	2.5	-7	-4
O=C(Nc1ccccc1)c1ccc[nH]1	-12	0.3	-1.9	-5	-1	0.2	1	2.5	-1	nt
CC#CCN1c2ccccc2[C@]23C[C@@H](C(=O)OC)N(C(=O)OCC)C2=NC(C(=O)OC)=C(C(=O)OC)[C@H]13	-18	0.7	-2.1	7	4	3.4	nt	-1.7	1	-1
O=S(=O)(c1ccccc1)N1CCc2ccccc21	-2	-0.3	-2.7	-6	-3	4.8	-12	3.2	4	1
Cc1cccc(C(C)n2nnc3ccccc32)c1O (configuration not stated)	1	-1.4	-0.5	-4	-3	2.1	7	5.4	-2	-2
Cc1cc(NC(=O)CC(C)C)c(=O)n(Cc2cccc(F)c2)c1	-3	0.0	-1.1	0	1	1.7	7	-0.6	16	-1
CC1=C(C(=O)Nc2cccnc2)C(c2ccc(C(C)C)cc2)n2ncnc2N1 (configuration not stated)	-15	nt	0.2	-3	0	nt	2	-1.6	-1	-3
CC(C)(C)[C@@H]1C=C(C(=O)O)O[C@H](OCc2ccc(CO)cc2)C1	-17	-0.8	-0.4	-20	-1	5.5	-11	3.0	-12	3
O=C(NC1CCCC1)C(c1cccnc1)N(Cc1ccc(F)cc1)C(=O)c1csnn1 (configuration not stated)	-15	1.4	-0.5	-3	1	0.0	14	2.0	-1	-5
CN(C)c1ccc(NC2=C([N+](=O)[O-])CS(=O)(=O)C2)cc1	-5	-3.7	-3.2	nt	4	-1.3	17	-2.1	-5	nt
O=C(NCc1ccc(F)cc1)C(c1ccc(Cl)cc1)N(C(=O)c1csnn1)C1CC1 (configuration not stated)	7	1.9	1.4	-1	-1	4.9	3	0.1	-4	-3
CCC1(CC)C(=O)C2=C3C1[C@H](C(=O)OC)CC(C(=O)OC)C[C@H]3n1c(=O)n(-c3ccccc3)c(=O)n1[C@H]2C (some centres not stated)	nt	-2.4	nt	nt	nt	1.4	nt	1.0	nt	-1
CC(=O)Nc1ccc(S(=O)(=O)Nc2ccc3c(c2)OCCO3)cc1	-9	-1.8	-2.9	-9	-2	-2.4	-12	nt	22	nt
CCCCN1C(=O)C(=O)N(CC(=O)Nc2cc(Cl)ccc2OC)C1=O	6	-2.8	-0.8	2	-3	-0.4	1	1.1	-9	-2
Nc1nc(-c2ccc3c(c2)CCCC3)cs1	-4	-1.6	-0.5	-1	4	4.5	3	0.8	9	nt
O=C(COC(=O)CCc1nc2ccccc2s1)Nc1ccc(Cl)cn1	-5	0.5	-0.7	5	0	3.1	-4	0.3	-1	-1
Fc1ccc(C2CCCN2Cc2nc(-c3cnccn3)no2)cc1 (configuration not stated)	-6	0.8	-1.6	3	-3	3.8	3	3.9	-7	0
Cc1ccc(C(=O)NCCc2nnc3ccc(SCC(=O)N4CCCC4)nn23)cc1	-9	0.3	-2.4	-13	4	2.9	-2	-0.6	-5	-2
COC(=O)c1cccc(NS(=O)(=O)c2ccc(OC)c(C(=O)N3CCOCC3)c2)c1C	-6	1.8	-2.2	-5	-1	5.0	-10	2.1	-3	-1
Cc1ccc(C(=O)N2CCN(c3ncc(C(F)(F)F)cc3Cl)CC2)s1	10	nt	-0.8	6	-10	nt	6	-0.5	1	0
COc1ccccc1N(Cc1ccccc1)S(=O)(=O)c1cc(C(=O)O)ccc1Cl	2	-1.2	-1.7	3	4	-0.2	11	1.3	2	-2
CCCc1c(C)[nH]c2ccc(C(=O)O)cc2c1=S	-8	nt	-0.1	14	3	nt	14	3.5	3	1
Cc1ccc2c(c1)S(=O)(=O)c1ccc3ccccc3c1N2	-8	nt	0.7	-4	-1	nt	5	1.5	5	0
O=C(O)Cc1ccc(NC(=O)CCN2C(=O)c3ccc([N+](=O)[O-])cc3C2=O)cc1	-5	nt	-1.9	-1	1	nt	16	4.6	-3	-3
CN(CC(=O)Nn1cnnc1)S(=O)(=O)c1ccc(Br)cc1	-9	-1.5	-2.4	-3	0	2.1	15	1.0	0	nt
Cc1nnc2sc(COc3ccccc3)nn2c1=O	-11	-1.4	-3.0	-6	2	1.7	-5	3.5	6	-2
Cc1ccc(O)c(C(=O)c2cnc3c(c2)COc2ccccc2-3)c1	-8	-0.5	-1.9	3	-10	0.5	17	0.5	2	-3
CCOC(=O)c1c(NC(=O)CSc2nc3ccccc3c(=O)n2-c2ccc(F)cc2)sc(C(C)=O)c1C	11	3.2	-2.9	17	-1	0.3	10	3.9	2	3
O=C(CN(C(=O)CNS(=O)(=O)c1ccccc1)c1ccc(Cl)cc1)NCC1CCCO1 (configuration not stated)	-11	0.8	-2.4	-5	2	0.7	-5	2.6	5	-1
Cc1nn(-c2ccccc2)c(C)c1C(=O)NCc1cccs1	-2	-0.2	-0.2	2	-1	-0.2	2	1.2	5	nt
CCC1CCc2sc(C(=O)NCC(c3ccc(OC)cc3)N3CCOCC3)cc2C1 (configuration not stated)	-20	-2.6	0.0	6	-1	-1.5	-14	-4.2	4	-5
O=C(CN1CCCCC1)Nc1ccccc1NC(=O)CN1CCCCC1	4	-2.4	-2.9	-9	-3	2.1	3	0.3	-5	nt
Cn1c(NC(=O)Cc2ccc(F)cc2)cc(=O)n(C)c1=O	-16	1.1	-0.7	-15	-3	0.1	-1	1.8	9	-2
COc1ccc2c(CC(=O)OCC(=O)Nc3sc4c(c3C#N)CCC(C)C4)coc2c1 (configuration not stated)	-4	-0.9	-0.1	0	-13	-0.9	-6	3.4	4	5
COc1cc(NS(=O)(=O)c2ccc(F)cc2)c(OC)cc1NC(C)=O	-12	0.8	0.1	7	-1	1.3	7	2.4	-6	nt
CC1=CC(c2ccccc2)n2nc(NS(=O)(=O)c3ccc(C)cc3)nc2N1 (configuration not stated)	-12	-0.2	-0.8	2	-1	-0.5	7	1.1	-9	nt
Cc1cccc(CSc2nn3c(=O)c(C)nnc3s2)c1	-17	-1.4	-2.3	-19	-1	-0.5	8	0.1	1	-4
O=C(Nc1ccccc1N1CCN(C(=O)c2ccccc2)CC1)c1ccc(Cl)cc1	-3	3.2	-2.1	6	-1	2.5	11	0.4	2	-4
CCCCN1CC2([N+](=O)[O-])C=CC(=O)C([N+](=O)[O-])(C1)C2CC(=O)c1ccccc1 (configuration not stated)	-24	-0.3	-0.6	7	5	1.4	-23	2.0	9	3
Cc1nc2ccc(C(=O)Nc3cccc([N+](=O)[O-])c3)cc2s1	-26	0.4	-2.4	-9	-1	2.2	-16	3.6	-1	6
Cc1ccc2c(c1)N(C(=O)CCC(=O)N1CCC(C(N)=O)CC1)CCO2	-23	-3.2	-3.5	-2	-1	1.3	0	3.8	7	-2
CCOc1ccc(N2C(=O)C(Cl)=C(N3CCOCC3)C2=O)cc1	-12	-1.2	1.2	116*	1	1.5	-36	3.2	-6	-2
Cc1nnc2ccc(-c3cccc(NC(=O)c4ccc(Cl)nc4)c3)nn12	-6	1.8	-7.8	-2	-3	-0.7	3	-0.6	2	2
CC(=O)c1cc(-c2ccccc2)[nH]c1N1CCOCC1	13	3.4	0.1	-2	-7	0.8	9	2.8	-2	-3
Cc1ccc(P(=Nc2ccccc2)(N2CCOCC2)N2CCOCC2)o1	1	0.1	-1.8	nt	2	1.8	-7	3.6	-3	3
